Compound activity from PubChem.
Hsp70 inhibitors = small molecules displacing fluorescent ligand from Hsp70 – biochemical, fluorescence polarization, primary screen (AID 583); Hsp70 fluorescence polarization probe displacement, mP; higher % means a stronger effect; one-dose displacement, % at 20 µM; IC50 in µM for titrated hits; hit rate 0.06% among 140,000; in the data active = displacement above about 50%;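 also: plate controls were vehicle for no effect and reference ligand for full effect; a part of the inactive calls stands beside numbers as strong as those of hits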
Rat MKP-3 inhibitors = inhibition of rat DUSP6 enzyme activity – biochemical, in vitro, primary screen (AID 425); recombinant MKP-3 phosphatase activity, fluorescence; higher % means a stronger effect; inhibition, % at 20 µM, or IC50 in µM where a hit was titrated; hit rate 0.17% among 110,000; in the data active = inhibition above about 50%;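 also: plate controls were vehicle for no effect and reference inhibitor for full effect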
Starred values were filed as active, the others as inactive; · = no result given; & = joins results of further samples. This is a subset. The share of hits here may be higher or lower than overall.

The line under a structure holds: Hsp70 inhibitors	Rat MKP-3 inhibitors
> O=C(CCn1c(=O)c2ccccc2n(CC(=O)NC2CCCC2)c1=O)NCCc1ccc(Cl)cc1
    -1.0%	·
> Cc1cccc(NS(=O)(=O)c2ccc3c(c2)OCCO3)c1
    -1.0%	·
> C(=N\n1cnnc1)/c1ccc2c(c1)OCCO2
    13%	-4%
> OCCOCCNc1ncnc2nc[nH]c12
    0.4%	-10%
> CCSCCOC(=O)C1=C(C)NC(=O)NC1c1cccc(Br)c1 (stereo not drawn)
    9.3%	0%
> CCOc1cccc(C(=O)Nc2ccc(-c3nc4cc(Cl)ccc4o3)cc2)c1
    -11%	11%
> CC(=O)N1CCN(S(=O)(=O)c2ccccc2)C1c1ccccc1 (stereo not drawn)
    -1.3%	·
> CCCCOC(=O)C1C2C=CC3(CN(CCc4ccccc4)C(=O)C13)O2 (stereo not drawn)
    2.7%	-11%
> N#CCCS(=O)(=O)c1cc(Cl)ccc1Cl
    -0.6%	-1%
> CC1(C)Cc2c(sc3c2c2ncnn2c2nnc(SCC(=O)NCc4ccco4)n32)CO1
    2.2%	-18%
> COc1ccc(S(=O)(=O)N2Cc3ccccc3CC2C(=O)N2CCOCC2)cc1 (stereo not drawn)
    0.6%	-1%
> COC(=O)c1ccccc1N1C(=O)[C@@H]2C(c3ccc(F)cc3)=NO[C@@H]2C1=O
    -1.1%	1%
> Cc1sc2nc3c4ccccc4c(NCc4ccco4)nn3c(=O)c2c1C
    5.7%	9%
> CC(C)(C)c1ccc(C(C)(C)C)c(O)c1O
    -2.0%	2%
> CC(C)(C)CC(C)(C)NC(=O)CSc1nc2ccccc2o1
    -0.6%	2%
> CCOc1ccc(N(Cc2cc3ccc(C)cc3[nH]c2=O)C(=O)COC)cc1
    0.0%	-4%
> Oc1ccc(Br)cc1CN1CCN(Cc2c[nH]c3ccccc23)CC1
    1.5%	-1%
> CCOC(=O)C1=NN(c2ccccc2)C2=NC(C)=C(C(=O)OC)C(c3cccs3)N12 (stereo not drawn)
    0.9%	·
> COC(=O)C1=C(C)NC(=S)NC1c1sccc1C (stereo not drawn)
    1.5%	2%
> CCOc1ccc(C(=O)Nc2cccc(S(N)(=O)=O)c2)cc1Br
    -1.2%	2%
> CCCCOC(=O)Nc1cc(Cl)ccc1C
    5.3%	·
> COc1ccc(CCNc2cc(=O)[nH]c(N)n2)cc1
    -1.2%	-5%
> CC(C)c1cc(C(F)(F)F)n2nc(C(=O)Nc3ccc4c(c3)OCO4)cc2n1
    -0.3%	-12%
> CCC(=O)c1ccc(OC(=O)c2cccc(C)c2)cc1
    -1.1%	-2%
> O=C(Nc1cccc(NC(=S)NC(=O)c2ccco2)c1)c1cccc(Cl)c1
    -7.7%	-5%
> Cn1nnnc1SCCNCc1cccnc1
    7.7%	1%
> O=C1CCC(C(=O)OCC(=O)N2N=C3/C(=C/c4ccccc4)CCCC3C2c2ccccc2)N1 (stereo not drawn)
    5.5%	·
> CC1(C)N=C(c2cccs2)C(C)(C)N1O
    -1.0%	·
> COc1cccc(-n2nnc3c(=O)n(Cc4cccc(C)c4)cnc32)c1
    -1.7%	-11%
> O=C(c1ccco1)N1CCN(C/C=C/c2ccccc2)CC1
    2.8%&-5.1%	-9%&1%

Two of these compounds in another layout:
Oc1ccc(Br)cc1CN1CCN(Cc2c[nH]c3ccccc23)CC1
  Hsp70 inhibitors: 1.5%
  Rat MKP-3 inhibitors: -1%

CCOC(=O)C1=NN(c2ccccc2)C2=NC(C)=C(C(=O)OC)C(c3cccs3)N12 (stereo not drawn)
  Hsp70 inhibitors: 0.9%
  Rat MKP-3 inhibitors: ·

Back to the main list; the 3 compounds before the break are reprinted first.
The line under a structure holds: Hsp70 inhibitors	Rat MKP-3 inhibitors
> CC1(C)N=C(c2cccs2)C(C)(C)N1O
    -1.0%	·
> COc1cccc(-n2nnc3c(=O)n(Cc4cccc(C)c4)cnc32)c1
    -1.7%	-11%
> O=C(c1ccco1)N1CCN(C/C=C/c2ccccc2)CC1
    2.8%&-5.1%	-9%&1%
> Cc1ccc(C(=O)Nc2cccc(F)c2)cc1S(=O)(=O)N1CCOCC1
    0.6%	2%
> Cn1c(-c2ccc3c(c2)OCO3)cnc1NCc1ccc(Cl)cc1
    -1.5%	2%
> Cc1occc1C(=O)Nc1cc(C(C)(C)C)on1
    8.4%	-6%
> Cc1ccccc1C(=O)Nc1ccc(Oc2ccc(NC(=O)c3ccccc3C)cc2)cc1
    -5.4%	-1%
> COc1nc(-c2ccccc2)cc(C(F)(F)F)n1
    -1.2%	-4%
> CN1CCC(NC(=O)c2cccs2)CC1
    4.3%	-6%
> C/C(=N/NC(=O)c1cc(-c2ccc3ccccc3c2)n[nH]1)c1ccc([N+](=O)[O-])cc1
    -3.3%	0%
> COc1cc(NC(=O)CCCSc2nc(-c3ccco3)cc(C(F)(F)F)n2)cc(OC)c1OC
    0.1%	·
> Cc1ccc2c(c1)N(CC(=O)N(Cc1ccc3c(c1)OCO3)CC1CCCO1)C(=O)C(C)O2 (stereo not drawn)
    2.2%	-10%
> O=C(CSc1nc2ccccc2s1)Nc1ncccn1
    0.1%&8.1%	-2%&2%
> CC(C)COc1ccc(C(=O)Nc2ccc(-c3nc4ncccc4o3)cc2)cc1
    -0.2%	5%
> CCOc1ccc(Nc2nc(-c3cccnc3)cs2)cc1
    2.6%	4%
> O=C1Nc2c(Br)cc(Br)cc2C1(O)N1CCOCC1 (stereo not drawn)
    6.3%	-10%
> CC1Cc2nc(SCC(=O)NCC3CCCO3)n(Cc3ccccc3)c(=O)c2S1 (stereo not drawn)
    0.9%	·
> Cc1c(C(=O)Nc2ccc3c(c2)OCO3)sc2ncn(CC(=O)N3CC(C)CC(C)C3)c(=O)c12 (stereo not drawn)
    5.0%	·
> COc1ccc(OC)c(NC(=O)CSc2nnc(Cc3cccn3C)n2CCc2ccccc2)c1
    -0.7%	-4%
> CC12C=CC3(CN(Cc4ccccc4)C(=O)C3C1C(=O)NC1CC1)O2 (stereo not drawn)
    0.4%	4%
> CN(c1cccc(NS(=O)(=O)c2cccs2)c1)S(C)(=O)=O
    0.6%	2%
> CC(C)NC(=O)C1CCN(Cc2cnn(-c3ccccc3)c2-n2cccc2)CC1
    ·	-11%
> COc1cc(C2NC(=O)NC(C)=C2C(=O)OCc2ccc(C)cc2)cc(OC)c1O (stereo not drawn)
    -6.8%	2%
> COc1ccc(C)cc1NC(=O)c1ccc(OC)c([N+](=O)[O-])c1
    10%	-4%
> CC1(C)CC(=O)C=C(Nc2cccc(O)c2)C1
    8.6%	-7%
> COc1ccc(N(CC(=O)NC(C)(C)C)S(C)(=O)=O)cc1
    -7.1%	-4%
> Cc1onc(-c2c(Cl)cccc2Cl)c1C(=O)N1C(C)CCCC1C (stereo not drawn)
    5.5%	1%
> COc1c(C(C)C)cc(NC(C)=O)cc1C(C)C
    0.7%	·
> COC(=O)[C@H](C)NC(=O)NCc1ccco1
    1.0%	-4%
> O=c1ccn(Cc2ccccc2)c(=O)[nH]1
    -1.8%	-1%
> COc1ccc2c(c1)OC(O)(C(F)(F)F)CC2=O (stereo not drawn)
    -2.0%	-5%
> CCC(C)(C)NC(=O)C(OC(=O)c1cc2sccc2n1C)c1ccc(OC)cc1 (stereo not drawn)
    -3.1%	-8%
> C=C(C)CSc1nnc2n(Cc3ccccc3)c(=O)c3c4c(sc3n12)CCC4
    2.9%&2.3%	1%
> COc1ccc(OC)c(NC2=NC3(CCCC3)N=C(N)N2)c1
    -1.2%&0.2%	-2%&3%
> CC1(C)N=C(SCC(=O)Nc2ccc(Cl)cc2)C(c2ccccc2)=N1
    1.7%	·
> Cc1cccc(C)c1NC(=O)C1COc2ccccc2O1 (stereo not drawn)
    -0.7%	-1%
> O=C1C(C=NCc2ccc3c(c2)OCO3)=C(O)c2ccccc21
    2.3%	5%
> COc1ccccc1CN(Cc1nc2ccccc2c(=O)[nH]1)C(=O)Nc1ccccc1C
    5.5%	·
> C=CCNC(=O)CN(c1ccc(OCC)cc1)S(=O)(=O)c1ccc(SC)cc1
    -0.9%	0%
> Cc1ccc(-n2c(SCC(N)=O)nnc2-c2ccccn2)cc1C
    4.9%	4%
> COc1cccc(-c2cc(C(=O)NC3CCCC3)no2)c1
    ·	-3%
> Cc1c(-c2ccc(Cl)cc2)[n+](=O)c2c(n1[O-])CCC2
    1.1%	0%
> CC(=O)c1ccc(NC(=O)CSc2nc3nc(C)cc(C)n3n2)cc1
    1.0%	-13%
> COC(=O)[C@H](CCSC)NC(=O)Nc1ccc(OC)cc1
    -0.3%	-12%
> CCn1c(C)nc2cc(S(=O)(=O)C(F)F)ccc21
    -2.8%	·
> Cc1noc(C)c1S(=O)(=O)N(CCc1ccccc1)Cc1ccccc1
    -0.7%	-9%
> c1ccc2c(c1)oc1c(Nc3ccc(CN4CCOCC4)cc3)ncnc12
    -4.0%	2%
> Cc1ccc(C(=O)O)cc1S(=O)(=O)NCC1CCCO1 (stereo not drawn)
    -3.0%	-1%
> Cc1ccc(S(=O)(=O)N2CCC(C(=O)Nc3ccc4c(c3)OCO4)CC2)cc1
    4.4%	·
> O=C(O)c1ccc(NC(=O)c2ccc(Cl)c([N+](=O)[O-])c2)cc1
    -2.5%	-6%
> CCOC(=O)c1sc(NC(=O)C(CC)Sc2nnc3c4ccccc4n(CC)c3n2)nc1C (stereo not drawn)
    -0.4%	-6%
> S=C(SC1OCCOC1SC(=S)N1CCOCC1)N1CCOCC1 (stereo not drawn)
    2.4%	2%
> CCOC(=O)C1=C(CNCCc2ccc(Cl)cc2)NC(=O)NC1c1ccc2c(c1)OCO2 (stereo not drawn)
    -6.1%	-6%
> CCOC(=O)C1CCN(c2ncnc3c2oc2ccc(Cl)cc23)CC1
    -1.6%	0%
> COc1ccc(S(=O)(=O)N(CCc2ccccc2)CC(=O)Nc2ccccc2F)cc1
    -1.0%	2%
> N#Cc1cccc(NC(=O)CC2CCCCC2)c1
    -1.9%	-9%
> Cc1ccc(Cl)cc1N1CCN(C(=O)C2CCN(S(=O)(=O)c3cccnc3)CC2)CC1
    ·	0%
> CN1C(=O)CC(C(=O)O)SC1=Nc1cc(Cl)c(O)c(Cl)c1 (stereo not drawn)
    16%	·
> O=C1/C(=C\c2ccc(O)cc2O)SC(=S)N1c1ccccc1
    -1.5%	-1%
> CCC(C)N1CCN(C(=O)c2cccs2)CC1 (stereo not drawn)
    -3.2%	·
> Cc1nnsc1C(=O)NC(C)C12CC3CC(CC(C3)C1)C2 (stereo not drawn)
    5.9%	0%
> COc1ccc(C(=O)N2CCC(c3ccccc3)C2)cc1 (stereo not drawn)
    -0.9%	4%
> Cc1nn(C)c(C)c1N1C(=O)c2cccc3c(Br)ccc(c23)C1=O
    -4.4%	·

(cont.)
The line under a structure holds: Hsp70 inhibitors	Rat MKP-3 inhibitors
> CC1(C)CC(O)C(CCC(O)c2ccccc2)C(C)(C)N1 (stereo not drawn)
    3.7%	4%
> CCOc1ccc(NC(=O)CNC(=O)c2cn(-c3ccccc3OC)c(=O)c3ccccc23)cc1
    -2.2%	·
> CCOC(=O)c1c(NC(=O)C23CC4CC(CC(C4)C2)C3)sc(C(C)=O)c1C
    6.9%	0%
> O=C(C1CC1)N1CCc2cc(Br)cc(S(=O)(=O)NCCN3CCOCC3)c21
    9.3%	-14%
> Cc1cc(C)c2c3c(cn2n1)c(=O)n(C)c(=O)n3C
    12%	·
> O=C1c2ccccc2C(=O)c2c1c(Cl)c(Cl)c(Cl)c2N1CCOCC1
    0.4%	0%
> CCn1cnc2c1c(=O)n(CC(=O)Nc1cc(C)on1)c(=O)n2Cc1ccccc1
    3.2%	-10%
> Cc1ccc2c(c1)nc(NCCO)n2C
    0.7%	4%
> COc1cccc(-c2nnc3sc(-c4cccs4)nn23)c1
    0.7%	-11%
> COc1ccc(/C(C)=N\N2CCN(Cc3ccc(Cl)cc3)CC2)cc1OC
    5.5%	-2%
> CCNC(=O)N1CCNC(=O)C1CC(=O)Nc1ccc(C(=O)OCC)cc1 (stereo not drawn)
    -2.3%	-7%
> S=c1[nH]nc(-c2ccncc2)n1CC1CCCO1 (stereo not drawn)
    -7.2%	-11%
> COc1ccc(/C=C2\SC(=O)N(CC(=O)Nc3ccccc3Cl)C2=O)cc1
    2.9%	-1%
> CCOc1cc(C=O)ccc1OCc1ccc(Cl)c(Cl)c1
    -0.7%	-1%
> CCCCc1nc(NCCNC(=O)c2ccccc2)c(C#N)c2c1CSC(C)(C)C2
    -2.6%	·
> CCOc1ccccc1NC(=O)NC1(C(=O)N2CCOCC2)CCCCC1
    2.2%	-9%
> Cc1ccc(SCC(=O)NC(C)(C)C)cc1
    0.2%	·
> COc1ccc(NC(=O)CSc2nnc(-c3cccs3)n2-c2ccccc2)cc1
    11%	1%
> COc1ccc(-c2nnc(/N=C/c3c(C)[nH]n(-c4ccc(C)c(C)c4)c3=O)s2)cc1
    3.5%	0%
> CC1(C)CC(=O)c2cc3c(N)c(C(=O)NCc4ccccc4)sc3nc2C1
    3.2%	·
> COc1cccc(C(=O)/C=C/c2ccc(OC)c(OC)c2)c1
    -3.0%	2%
> COc1cc2c(cc1OC)C(C(=O)N1CCN(c3ccccn3)CC1)C(c1cccs1)N(C)C2=O (stereo not drawn)
    1.6%	-6%
> COc1ccc(/C=C/C(=O)Nc2ccc(C)cc2C)cc1OC
    6.4%	0%
> O=C(c1ccc(Cl)c([N+](=O)[O-])c1)N1CCc2ccccc2C1
    -3.1%	3%

Three compounds out of the list above, ordered by the number in Hsp70 inhibitors, lowest first.
Compound	Hsp70 inhibitors	Rat MKP-3 inhibitors
O=C(c1ccc(Cl)c([N+](=O)[O-])c1)N1CCc2ccccc2C1	-3.1%	3%
COc1ccc2c(c1)OC(O)(C(F)(F)F)CC2=O (stereo not drawn)	-2.0%	-5%
CC(=O)c1ccc(NC(=O)CSc2nc3nc(C)cc(C)n3n2)cc1	1.0%	-13%
